SUMO1 PPI mod: modulators of human SUMO1-mediated protein-protein interactions. P63165. SUMO1 binding to a labelled peptide, TR-FRET, 1 h. inhibition, % at 20 µM. actives 0.33% (n = 360,000); in the data active = inhibition above about 37%
STEP block: inhibitors of human striatal-enriched phosphatase STEP | P54829 | recombinant STEP, OMFP fluorogenic substrate, fluorescence | inhibition, % at 20 µM | actives 0.25% (n = 360,000);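 active = inhibition at 20 µM, scaled per plate between control wells, above about 37%, limit read from the data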;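 also: 0% = DMSO with enzyme and substrate and 100% = substrate only without enzyme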
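System: STEP phosphatase, cell-free reaction; Buffer or medium: Bis-Tris pH 6.0 buffer with DTT, detergent; Incubation: 20 min at room temperature, dark; Measured by: fluorescence, 480/540 nm.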
NRP1-CendR mod: alters CendR peptide binding to human NRP-1; O14786; FAM-RPARPAR peptide binding to NRP-1, fluorescence polarization; inhibition, % at 25 µM; actives 0.85% (n = 360,000);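 active = inhibition or corrected inhibition above about 18%, plus a signal ratio from 0.5 to 1.5, limit read from the data, passing the limit was not always enough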; also: strong numbers were not always called active
DNMT1 block: inhibitors of human DNMT1 | DNMT1 molecular beacon, Hinp1I cleavage, fluorescence | actives 0.83% (n = 360,000) | AID 588458 | inhibition (reported as % activation of signal), % at 10 µM | P26358; in the data active = inhibition above about 50%
Target sequence (P26358 504-1616 limits assumed): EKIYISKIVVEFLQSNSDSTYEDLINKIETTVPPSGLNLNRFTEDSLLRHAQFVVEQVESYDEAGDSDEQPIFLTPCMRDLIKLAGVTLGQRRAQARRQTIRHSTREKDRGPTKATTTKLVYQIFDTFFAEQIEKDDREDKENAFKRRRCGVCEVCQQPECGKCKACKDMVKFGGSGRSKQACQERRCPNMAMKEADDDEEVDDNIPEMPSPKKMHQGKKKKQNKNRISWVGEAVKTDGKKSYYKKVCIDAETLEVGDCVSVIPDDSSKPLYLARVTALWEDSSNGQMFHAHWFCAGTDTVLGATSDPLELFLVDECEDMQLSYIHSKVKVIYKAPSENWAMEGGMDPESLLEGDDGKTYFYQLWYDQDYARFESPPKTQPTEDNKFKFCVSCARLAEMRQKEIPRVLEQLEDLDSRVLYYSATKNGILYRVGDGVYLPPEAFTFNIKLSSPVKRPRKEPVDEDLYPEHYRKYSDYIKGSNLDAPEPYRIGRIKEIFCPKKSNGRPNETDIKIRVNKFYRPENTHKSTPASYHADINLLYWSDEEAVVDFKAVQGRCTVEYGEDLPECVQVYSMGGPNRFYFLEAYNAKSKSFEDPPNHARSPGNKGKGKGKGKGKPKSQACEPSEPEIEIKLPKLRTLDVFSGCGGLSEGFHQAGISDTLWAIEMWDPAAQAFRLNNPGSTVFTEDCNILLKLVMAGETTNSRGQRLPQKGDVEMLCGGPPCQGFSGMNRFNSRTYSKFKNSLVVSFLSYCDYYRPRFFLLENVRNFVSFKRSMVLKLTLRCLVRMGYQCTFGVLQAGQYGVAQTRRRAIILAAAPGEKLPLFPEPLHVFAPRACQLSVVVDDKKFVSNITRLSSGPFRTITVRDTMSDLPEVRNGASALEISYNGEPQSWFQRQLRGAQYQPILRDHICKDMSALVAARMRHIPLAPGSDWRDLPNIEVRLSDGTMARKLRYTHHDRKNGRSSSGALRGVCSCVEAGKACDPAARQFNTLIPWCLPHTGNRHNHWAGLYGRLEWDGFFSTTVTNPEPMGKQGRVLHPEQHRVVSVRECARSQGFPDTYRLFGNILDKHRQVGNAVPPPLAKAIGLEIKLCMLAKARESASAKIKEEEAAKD
LMPTP inh: blocks human LMPTP phosphatase | recombinant LMPTP-A, OMFP fluorogenic substrate, fluorescence intensity | inhibition, % at 20 µM | actives 0.22% (n = 360,000) | AID 651560;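 active = compounds that cut the enzyme signal by at least half of the control window in the single-dose screen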;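 also: plate controls were DMSO wells with enzyme plus substrate for no effect and substrate without enzyme for full effect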
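Test system – LMPTP-A phosphatase enzyme · Quantity – 0.625 nM LMPTP-A final · Reagent – OMFP substrate, 400 µM final · Dosing – one test concentration per compound, 20 µM, with 3% DMSO overall · Timing – 50 min enzyme reaction at room temperature, protected from light · Detection – fluorescence intensity · Controls – substrate-only low control, DMSO enzyme-plus-substrate high control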
MT1-MMP act inh: MT1-MMP (human) activation inhibition; actives 0.061% (n = 360,000); P50281; GFP/RFP ratio change, % at 20 µM; HT1080 RFP-PRO-GFP cells, GFP/RFP ratio fluorescence, overnight; percent of plate control window, DMSO zero; AID 651647;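 active = GFP/RFP ratio change of at least 30% with cell ATP level not reduced by more than half and red fluorescence within 50% of control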; also: strong numbers were not always called active
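system = RFP-PRO-GFP reporter HT1080 cells | dosing = 20 µM single dose, 1% DMSO | timing = overnight cell settling, then overnight compound exposure, 37 °C, 5% CO2 | read-out basis = GFP/RFP fluorescence ratio | controls = DMSO and RFP-L50D-GFP cell wells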
Scp-1 inhibitor: Scp-1 (human) phosphatase inhibition; actives 0.88% (n = 340,000); Q9GZU7; Recombinant Scp1, phosphopeptide, malachite green phosphate absorbance; inhibition, % at 20 µM;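 active = inhibition above about 50% at 20 µM, limit read from the data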;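 also: plate controls were DMSO wells with enzyme for no effect and wells lacking enzyme for full effect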
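Incubation: 45 min enzyme reaction at room temperature / System: truncated SCP-1 phosphatase (76-261aa) / Reagent: Phospho 17-mer peptide substrate / Buffer or medium: Acidic Tris acetate buffer with magnesium and detergent / Signal: absorbance at 630 nm / Doses: one concentration, 20 µM, with 1.0% DMSO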
NadD block: inhibitors of Staphylococcus aureus NadD; AID 602399; inhibition, % at 20 µM; actives 0.78% (n = 360,000); purified NadD enzyme, colorimetric absorbance read-out; in the data active = inhibition above about 26%; also: some compounds past the cut are filed as inactive
SKN-1 block: C. elegans SKN-1 inhibition; C. elegans VP596 Pgst-4::GFP/RFP ratio, acrylamide-induced, 24 h; inhibition, % at 21.8 µM; actives 0.49% (n = 360,000);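 active = interference check ratio from 0.5 to 1.5 plus GFP to RFP signal ratio inhibition reaching or exceeding a fixed threshold, cut at about 30% in these data, passing the limit was not always enough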; also: some compounds called inactive have numbers as strong as hits
Rpn11 inh: Rpn11 (human) deubiquitinase inhibition | human 26S proteasome, Ub4-pepOG fluorescence polarization; 20S core pre-blocked with epoxomicin | actives 0.59% (n = 360,000) | O00487 | calls only at 20 µM | AID 588493;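 active = inhibition at 20 µM, scaled to each plate's controls, above about 33%, limit read from the data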
An asterisk follows results filed as active; i = inactive; / = not tested or not shown.

SMILES | SUMO1 PPI mod | STEP block | NRP1-CendR mod | DNMT1 block | LMPTP inh | MT1-MMP act inh | Scp-1 inhibitor | NadD block | SKN-1 block | Rpn11 inh
CCOC(=O)c1c(NC(=O)Cn2cnc3scc(-c4ccc(C)cc4)c3c2=O)sc(C)c1C | 0 | 1 | 0 | 2 | 0.0 | -8 | -8 | 28 | -2 | i
CCCN1CCN(C(=S)Nc2ccc(SC(F)F)cc2)CC1 | 0 | -2 | 3 | 2 | -1.2 | 3 | 10 | -2 | 4 | i
Cc1cccc(C(=O)NNS(=O)(=O)c2ccccc2)c1O | 22 | -1 | 4 | -2 | 0.5 | 2 | -10 | -2 | 2 | i
CSc1nc(-c2ccccc2)nc(SC)c1C(C)=O | -2 | -1 | 3 | 3 | 5.5 | -4 | -13 | 13 | 4 | i
CCN(c1ccccc1)S(=O)(=O)c1ccc(C(=O)Nc2c(C)n(C)n(-c3ccccc3)c2=O)cc1 | 1 | -2 | -4 | -1 | -0.3 | 4 | 9 | 6 | -8 | i
O=C(NCCc1ccccc1)c1cccc(N2CCCC2=O)c1 | -2 | -1 | 15 | 0 | -1.5 | -4 | 6 | -2 | -18 | i
CN(CCOc1ccc(Cl)cc1)C(=O)c1cc(-c2ccco2)nc2ccccc12 | -9 | -2 | -26 | -14 | 0.7 | -3 | -4 | -1 | 4 | i
CCC(=O)c1ccc2c(c1)OCCO2 | 0 | -4 | 18 | -1 | -0.3 | -2 | -14 | 0 | -9 | i
Cc1nc2ncnn2c(N2CCN(C(=O)c3cccc(F)c3)CC2)c1C | -1 | 5 | 26* | 2 | 0.5 | 0 | -6 | -3 | -12 | i
COc1ccc(N(C(=O)c2ccc(S(=O)(=O)N3CCOCC3)cc2)C2C=CS(=O)(=O)C2)cc1 (stereo not drawn) | -2 | 0 | 8 | 4 | -1.1 | 2 | 2 | -2 | -1 | i
Cc1noc(C)c1C(c1ccccc1)c1ccccc1 | 1 | 3 | 9 | 2 | 1.4 | -5 | -13 | -1 | 7 | i
COc1cc(OC)cc(C(=O)NC(=S)N2CCN(c3ccc(C(F)(F)F)cc3[N+](=O)[O-])CC2)c1 | -4 | 0 | -19 | -10 | 3.0 | 9 | -7 | 17 | 13 | i
CC1CCc2c(sc(NC(=O)COC(=O)c3ccc(O)cc3)c2C#N)C1 (stereo not drawn) | 8 | 0 | 4 | -15 | 1.7 | -1 | 17 | 16 | -1 | i
COc1ccc(Nc2nc(C)cc(C)c2C(N)=O)cc1 | -1 | -4 | -5 | -1 | -1.2 | 3 | 5 | -6 | -20 | i
COC(=O)COc1ccc(S(=O)(=O)NCc2ccccn2)cc1 | -2 | 1 | 1 | 3 | 0.9 | -2 | -6 | -3 | -6 | i
Cc1ccc(-c2csc3nc(-c4ccncc4)[nH]c(=O)c23)cc1 | -7 | -6 | -25 | 2 | -0.1 | -20 | 4 | 2 | -4 | /
CS(=O)(=O)Nc1ccc(C(=O)NCc2ccc3c(c2)OCO3)cc1 | -2 | -3 | 2 | 1 | -0.7 | 3 | -11 | 0 | -4 | i
O=C(NC1CC1)c1cc(-c2ccco2)nc2ccccc12 | 40* | 20 | -20 | 90* | 51* | -4 | 80* | 12 | -1 | i
NS(=O)(=O)c1ccc(NC(=O)Cc2cccs2)cc1 | 5 | 3 | -23 | -3 | -2.5 | -1 | -6 | -6 | 10 | i
CCCCNc1nc(NCc2ccccc2)nc2ccccc12 | -50 | / | -9 | / | 7.4 | 0 | / | 6 | 17 | /
CCCCN(C(=O)CCC(=O)Nc1cc(C)on1)C(C(=O)NC1CCCC1)c1ccc(OC)cc1 (stereo not drawn) | 6 | 1 | 10 | 1 | -0.8 | 0 | -8 | -2 | 3 | i
COC(=O)c1ccc(COC(=O)Cc2n[nH]c(=O)c3ccccc23)cc1 | -1 | 0 | -2 | 4 | -1.9 | -3 | 3 | -4 | 15 | i
CCn1c(CCCOc2ccc(Cl)cc2Cl)n[nH]c1=S | 2 | 0 | -2 | 4 | -1.7 | 5 | 1 | 12 | -3 | i
COCCNC(=O)CNC(=S)N(CCCN1CCOCC1)Cc1cccs1 | 0 | -2 | 0 | -1 | -0.2 | 0 | 1 | -1 | -11 | i
C=CCn1c(SCC(=O)Nc2nnc(CC)s2)nnc1-c1ccncc1 | -2 | 2 | 6 | 1 | -1.1 | 5 | -1 | 11 | 3 | i
Cc1cccc(CC2SC(N)=NC2=O)c1 (stereo not drawn) | 0 | 2 | 5 | 4 | -0.1 | 1 | -9 | -4 | -8 | i
Cc1ccc(NS(=O)(=O)c2ccc3[nH]c(=O)sc3c2)cc1 | 2 | -1 | 13 | 3 | 0.8 | 4 | -3 | -1 | 3 | i
COc1ccc(CNS(=O)(=O)CCNC(=O)c2ccccc2)cc1 | -2 | 1 | 3 | 1 | -1.9 | 5 | 17 | -3 | 18 | i
O=C(C[C@@H]1C/C=C/CC[C@H](Cc2ccc(F)cc2)C(=O)OC[C@@H](Cc2ccccc2)NC1=O)N[C@H](CO)Cc1ccccc1 | 4 | 5 | -10 | 42 | 1.0 | -7 | -1 | 0 | 3 | i
COC(=O)C1=C(C)N(CCCC(=O)O)C(=O)NC1c1ccc(Br)cc1 (stereo not drawn) | 3 | -2 | -9 | 9 | -2.2 | 5 | -6 | -4 | 7 | i

In the list so far, these contain an NH in an aromatic ring:
SMILES | SUMO1 PPI mod | STEP block | NRP1-CendR mod | DNMT1 block | LMPTP inh | MT1-MMP act inh | Scp-1 inhibitor | NadD block | SKN-1 block | Rpn11 inh
Cc1ccc(-c2csc3nc(-c4ccncc4)[nH]c(=O)c23)cc1 | -7 | -6 | -25 | 2 | -0.1 | -20 | 4 | 2 | -4 | /
COC(=O)c1ccc(COC(=O)Cc2n[nH]c(=O)c3ccccc23)cc1 | -1 | 0 | -2 | 4 | -1.9 | -3 | 3 | -4 | 15 | i
CCn1c(CCCOc2ccc(Cl)cc2Cl)n[nH]c1=S | 2 | 0 | -2 | 4 | -1.7 | 5 | 1 | 12 | -3 | i
Cc1ccc(NS(=O)(=O)c2ccc3[nH]c(=O)sc3c2)cc1 | 2 | -1 | 13 | 3 | 0.8 | 4 | -3 | -1 | 3 | i

Next section:
SMILES | SUMO1 PPI mod | STEP block | NRP1-CendR mod | DNMT1 block | LMPTP inh | MT1-MMP act inh | Scp-1 inhibitor | NadD block | SKN-1 block | Rpn11 inh
Cc1cc(SCc2ccccc2)nc(=O)[nH]1 | 4 | -3 | 11 | -1 | -0.7 | -2 | 6 | 1 | 12 | i
CN1CCN(c2ccc(CNC[C@H]3O[C@@H](n4cnc5c(=O)[nH]c(N)nc54)[C@H](O)[C@@H]3O)c(S(C)(=O)=O)c2)CC1 | 5 | 2 | 3 | 4 | -0.4 | 3 | / | 1 | -3 | i
COC(=O)[C@@]1(Cc2ccc(F)cc2)[C@H]2c3cc(C(=O)N4CCCC4)n(Cc4cc(F)cc5c4OCOC5)c3C[C@H]2CN1C(=O)c1ccccc1 | -3 | / | -17 | / | 4.5 | -12 | / | 8 | -4 | /
CC1CN(C(=O)c2ccc(COc3ccccc3Cl)o2)CC(C)O1 (stereo not drawn) | 0 | -1 | -6 | 0 | -0.2 | 0 | -2 | -7 | 21 | i
Cc1ccc(C)c(N2CCN(S(=O)(=O)CC34CCC(CC3=O)C4(C)C)CC2)c1 (stereo not drawn) | 0 | 3 | 7 | 1 | 2.3 | -6 | -4 | 3 | 19 | i
COc1ccc([C@H]2CC(=O)C=C(c3ccc(C)cc3)C2)cc1OC | -33 | 0 | -5 | -2 | 2.7 | 1 | -18 | 0 | -6 | i
COc1cccc(NC(=O)CN(C)C(=O)CN2C(=O)NC3(CCCC3)C2=O)c1 | 2 | -2 | -2 | 3 | -0.3 | -4 | -10 | -1 | 19 | i
Cc1nn(C)cc1CN(C)C(=O)c1cc(COc2ccc(F)cc2F)on1 | 3 | -1 | -1 | 0 | -1.3 | 3 | 0 | -5 | -5 | i
O=C1Nc2ccccc2C(=O)N2CCCCC12 (stereo not drawn) | 1 | 1 | -13 | 8 | -0.9 | -1 | -5 | -4 | -9 | i
CN(C)CCNCCCNc1c2ccccc2nc2cccc([N+](=O)[O-])c12 | -98 | -2 | 31* | 6 | -6.4 | -7 | -10 | 1 | 5 | i
COc1ccc(/C=C/C=C2\NC(=S)NC2=O)cc1 | -16 | 0 | -4 | -6 | -2.4 | -5 | 5 | -1 | 5 | i
Cc1ccsc1/C=N/NC(=O)C1CC(=O)N(c2ccccc2)C1 (stereo not drawn) | -6 | -1 | -4 | -2 | 1.1 | -4 | -1 | -7 | 2 | i
O=C(Cc1ccccc1)Nn1c(-c2ccccc2)nc2ccccc2c1=O | -1 | 2 | 3 | 10 | -1.3 | 6 | -2 | 1 | -2 | i
Cc1ccccc1NS(=O)(=O)c1ccc(C(=O)NN2CCCCC2)cc1 | -3 | -2 | 0 | 2 | -1.6 | 3 | 0 | 2 | 14 | i
CCOC(=O)c1snc(C(=O)NC2CCCCC2)c1N | -23 | 1 | 12 | 1 | 1.9 | 1 | -14 | -2 | 10 | i
Cc1ccc(C(=O)N2CCN(C(=O)CN3CCOCC3)C2)cc1 | 0 | -2 | -3 | 0 | -0.1 | 0 | -7 | 2 | 22 | i
COc1ccc(CCN(C)C(=O)Cn2c(=O)oc3ccccc32)cc1OC | 10 | -4 | -9 | 5 | 3.0 | 0 | -3 | -5 | -6 | i
CC1=C(C(=O)N2CCOCC2)CC(CC(=O)NCC2CCCCC2)C(=O)N1Cc1ccc(C(C)(C)C)cc1 (stereo not drawn) | 1 | 1 | 0 | -6 | 0.0 | 2 | / | 3 | -3 | i
CCOC(=O)/C(C#N)=C\c1cn(C)c2ccccc12 | -11 | -1 | -3 | 0 | 1.7 | -7 | -9 | -3 | 10 | i
COc1ccc(-c2ccc(NCCC3=CCCCC3)nn2)cc1OC | -3 | -2 | -22 | 0 | 0.5 | -3 | -2 | 2 | 12 | i
Cc1c(Cl)ccc2c1NC(=O)[C@]21N[C@@H](CCC(N)=O)[C@H]2C(=O)N(c3ccc(F)cc3)C(=O)[C@H]21 | -4 | -1 | -10 | -2 | 0.0 | -9 | -3 | -4 | -3 | i
CSc1ccccc1NC(=O)CN(C)C(=O)c1cccc(S(=O)(=O)N(C)C)c1 | -10 | 49* | 12 | 2 | 4.1 | -6 | 1 | 1 | 8 | i
CNc1nc(Sc2ccccc2)cc(C(F)(F)F)n1 | -6 | 0 | 11 | 5 | 1.9 | -3 | -2 | 0 | -7 | i
Cc1ccc2c(c1)[C@H]1[C@H](CO2)[C@H](c2ccccc2)[C@]2(C)C(=O)N(C)CC(=O)N12 | 5 | 2 | 4 | 0 | -1.3 | -2 | 7 | -1 | -14 | i
Cc1ccc(F)cc1S(=O)(=O)Nc1cccc(C(=O)N2CCCC(C(N)=O)C2)c1 (stereo not drawn) | 5 | 3 | 22 | 3 | -0.3 | -2 | -2 | -7 | -4 | i

Screening data from PubChem.
